OX1R antag = blocks the human orexin 1 receptor; O43613; AID 485270; OX1R-expressing cells, FRET antagonist read-out; 1.8% of 330,000 active; inhibition, % at 6.6 µM; in the data active = inhibition mostly above about 38%, no sharp cut-off; inactive = mostly below about 40%;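 note: 0% = agonist challenge alone and 100% = reference antagonist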
Target sequence (O43613 whole entry, looked up): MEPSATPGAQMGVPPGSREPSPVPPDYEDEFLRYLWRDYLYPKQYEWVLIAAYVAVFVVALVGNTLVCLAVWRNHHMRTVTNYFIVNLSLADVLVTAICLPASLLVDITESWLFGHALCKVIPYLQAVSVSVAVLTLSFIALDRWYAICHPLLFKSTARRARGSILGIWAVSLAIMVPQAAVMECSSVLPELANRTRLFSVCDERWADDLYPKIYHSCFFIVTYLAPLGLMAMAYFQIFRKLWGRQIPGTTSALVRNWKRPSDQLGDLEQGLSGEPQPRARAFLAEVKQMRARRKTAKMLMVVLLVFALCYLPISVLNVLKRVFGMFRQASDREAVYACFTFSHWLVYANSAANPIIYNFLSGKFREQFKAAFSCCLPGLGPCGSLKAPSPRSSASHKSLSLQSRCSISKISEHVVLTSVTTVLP
STK33 inh = human STK33 kinase inhibition. Q9BYT3. purified STK33, MBP phosphorylation, ADP-Glo luminescence. inhibition, % at 10 µM. 0.073% of 320,000 active. AID 2661;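 active = inhibition at or above 25%, using the most active replicate where run in duplicate; inactive = inhibition below 25%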
Target sequence (Q9BYT3 whole entry, looked up): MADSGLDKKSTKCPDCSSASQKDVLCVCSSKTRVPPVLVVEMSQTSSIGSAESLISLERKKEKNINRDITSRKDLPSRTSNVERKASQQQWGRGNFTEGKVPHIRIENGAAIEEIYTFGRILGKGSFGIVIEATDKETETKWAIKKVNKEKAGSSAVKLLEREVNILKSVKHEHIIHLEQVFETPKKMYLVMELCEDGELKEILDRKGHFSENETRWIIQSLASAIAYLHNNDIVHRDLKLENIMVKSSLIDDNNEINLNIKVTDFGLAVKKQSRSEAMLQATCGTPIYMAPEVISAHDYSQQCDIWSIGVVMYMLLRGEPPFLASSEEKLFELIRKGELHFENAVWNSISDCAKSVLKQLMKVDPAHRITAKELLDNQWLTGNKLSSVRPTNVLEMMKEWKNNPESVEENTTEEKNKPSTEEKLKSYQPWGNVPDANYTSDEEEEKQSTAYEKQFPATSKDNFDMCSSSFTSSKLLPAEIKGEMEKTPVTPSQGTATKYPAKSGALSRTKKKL
* marks the source's active call; other numbers are inactive results.

`Cn1c(=O)c2ncn(CC(=O)NCCOc3ccccc3)c2n(C)c1=O` gave OX1R antag 7.2 and STK33 inh -0.6.
Screening Cc1ccc(Nc2nc(CSc3nnnn3-c3ccccc3)cs2)cc1 returned OX1R antag 49.4 and STK33 inh -1.4.
For COc1ccc(-c2cccc(C(=O)Nc3ccccc3C)c2)cc1 the results were OX1R antag 9.3 and STK33 inh 1.0.
Screening CCOc1cc(Cl)c(CNCCCN2CCOCC2)cc1OC returned OX1R antag 9.2 and STK33 inh -2.7.
CN1CCN(C(=O)C2CCCN(S(=O)(=O)c3ccc(Br)cc3)C2)CC1 (stereo unspecified) was read as OX1R antag 12.1 and STK33 inh -1.4.
CN(CCC#N)C(=O)CSc1nnc(-c2ccco2)n1N was read as OX1R antag 9.0 and STK33 inh -0.6.
`Cn1c(SCC(=O)NC2CC2)nnc1-c1ccccn1` gave OX1R antag -0.8 and STK33 inh -0.4.
For Cc1cc(C)nc(Sc2ccc([N+](=O)[O-])cc2[N+](=O)[O-])n1 the results were OX1R antag 29.9 and STK33 inh 0.0.
`Cc1ccc(S(=O)(=O)NC(C(=O)OCC(=O)NC(=O)c2cccn2C)C(C)C)cc1` (stereo unspecified) gave OX1R antag 29.4 and STK33 inh -0.5.
Screening CCOC(=O)c1nc(-c2ccccc2)sc1C(C)=O returned OX1R antag 3.4 and STK33 inh -1.3.
Cc1cc(O)c(NC(=O)c2cc([N+](=O)[O-])ccc2Cl)cc1C was read as OX1R antag 14.3 and STK33 inh -3.6.
Screening COc1ccccc1/C=C/CN1CCCC(CCC(=O)NCc2ccccc2F)C1 (stereo unspecified) returned OX1R antag 8.6 and STK33 inh 0.6.
`C/C(=N\NC(=O)c1nnn(-c2nonc2N)c1-c1ccccc1)c1cccnc1` gave STK33 inh 0.4.
`O=C(NC1CCCC1)C(c1ccccn1)N(Cc1ccccc1F)C(=O)c1csnn1` (stereo unspecified) gave OX1R antag 29.5 and STK33 inh -2.1.
For CCC(CO)Oc1cc(NC(=O)c2ccccc2Cl)c2ncn(C(C)C)c2c1 (stereo unspecified) the results were OX1R antag 6.8 and STK33 inh 8.8.
For Cc1cc(N2CCC(C)CC2)nc(-c2ccccc2O)n1 the results were OX1R antag 13.9 and STK33 inh -2.8.
`COC(C(=O)Nc1ccnn1C1CCN(Cc2ccccn2)CC1)c1ccccc1` (stereo unspecified) gave OX1R antag -3.4 and STK33 inh 0.4.
For COc1ccc(/C=C/C(=O)NCC(=O)N/N=C/c2cccnc2)cc1 the results were OX1R antag 14.2 and STK33 inh 0.8.
For O=C(Cn1cc([N+](=O)[O-])ccc1=O)N1CCCc2ccccc21 the results were OX1R antag 24.7 and STK33 inh -1.6.
Screening O=C(N/N=C/c1cc([N+](=O)[O-])ccc1O)c1cc(-c2ccccc2)nc2ccccc12 returned OX1R antag 3.3 and STK33 inh -2.0.

Looked up by structure from the entries so far, six records:
Screening CCOC(=O)c1nc(-c2ccccc2)sc1C(C)=O returned OX1R antag 3.4 and STK33 inh -1.3.
For O=C(Cn1cc([N+](=O)[O-])ccc1=O)N1CCCc2ccccc21 the results were OX1R antag 24.7 and STK33 inh -1.6.
For Cc1cc(C)nc(Sc2ccc([N+](=O)[O-])cc2[N+](=O)[O-])n1 the results were OX1R antag 29.9 and STK33 inh 0.0.
For CCC(CO)Oc1cc(NC(=O)c2ccccc2Cl)c2ncn(C(C)C)c2c1 (stereo unspecified) the results were OX1R antag 6.8 and STK33 inh 8.8.
`Cn1c(SCC(=O)NC2CC2)nnc1-c1ccccn1` gave OX1R antag -0.8 and STK33 inh -0.4.
Screening COc1ccccc1/C=C/CN1CCCC(CCC(=O)NCc2ccccc2F)C1 (stereo unspecified) returned OX1R antag 8.6 and STK33 inh 0.6.

Back to the main list; the 2 compounds before the break are reprinted first.
For O=C(Cn1cc([N+](=O)[O-])ccc1=O)N1CCCc2ccccc21 the results were OX1R antag 24.7 and STK33 inh -1.6.
Screening O=C(N/N=C/c1cc([N+](=O)[O-])ccc1O)c1cc(-c2ccccc2)nc2ccccc12 returned OX1R antag 3.3 and STK33 inh -2.0.
`COc1ccc(C2CC(C)(c3ccc(OC)cc3)Nc3ccccc3N2)cc1` (stereo unspecified) gave OX1R antag 8.8 and STK33 inh 0.1.
For Oc1ccc(C[C@@H]2CNC(=S)N2CCc2cc(C(F)(F)F)cc(C(F)(F)F)c2)cc1 the results were OX1R antag 36.5 and STK33 inh -0.7.
`Cc1nc2cc(C(=O)OCC(=O)N(CC(C)C)C3CCS(=O)(=O)C3)ccc2n1-c1ccccc1` (stereo unspecified) gave OX1R antag 8.1 and STK33 inh -0.8.
N#CC1=C(N)N(c2ncn[nH]2)C2=C(C(=O)CCC2)C1c1ccc(F)cc1 (stereo unspecified) was read as OX1R antag 14.2 and STK33 inh -1.1.
`COc1ccc(CC(C)Nc2cccc(SC)c2)cc1` (stereo unspecified) gave STK33 inh -0.5.
`CN(C)CC(C)(C)CNC(=O)c1cc(=O)c2ccccc2o1` gave OX1R antag 10.8 and STK33 inh -1.8.
`O=C(Nc1ccc2oc(=O)ccc2c1)c1cc2ccccc2o1` gave OX1R antag 50.6 and STK33 inh -0.8.
`Cc1noc(C)c1-c1nc(CS(=O)(=O)c2ccccc2)no1` gave OX1R antag 1.7 and STK33 inh 0.2.
COc1c(Cl)cnn(-c2ccccc2)c1=O was read as OX1R antag 9.1 and STK33 inh -1.7.
For COc1ccccc1N1C(N)=NC(N)=NC1(C)C the results were OX1R antag 4.2 and STK33 inh -1.3.
CC1SCC(=O)N(CC(=O)Nc2ccc3c(c2)OCO3)C1=O (stereo unspecified) was read as OX1R antag 8.8 and STK33 inh -1.2.
`CCOc1ccc(Cl)cc1CNCCCSc1nc(C)cc(C)n1` gave OX1R antag 11.0 and STK33 inh -1.4.
COc1cc2c(cc1OC)CN(C(=O)NS(=O)(=O)c1ccc(C)cc1)CC2 was read as OX1R antag 23.8 and STK33 inh -1.7.
`O=C(CCc1cnccn1)NC1CCCc2c1cnn2-c1ccc(F)cc1F` (stereo unspecified) gave OX1R antag 12.9 and STK33 inh -1.5.
Screening CC1CC(C)CN(CCCNC(=O)c2ccc(CS(=O)(=O)Cc3ccccc3F)o2)C1 (stereo unspecified) returned OX1R antag -5.3 and STK33 inh -1.1.
For CCOCCCNc1nc2c(C)cccn2c(=O)c1/C=C1\SC(=S)N(C(C)CC)C1=O (stereo unspecified) the results were OX1R antag 0.4 and STK33 inh -0.9.
`CCN(CC)CCCN(Cc1cc2cc(OC)ccc2[nH]c1=O)C(=O)Nc1ccc(F)cc1` gave OX1R antag 17.6 and STK33 inh -0.3.
COc1cc2c(c(OC)c1OC)C(c1ccc(O)cc1)CC(=O)O2 (stereo unspecified) was read as OX1R antag 12.4.
CC(=O)NC1C(Oc2ccccc2C)OC2COC(c3ccco3)OC2C1O (stereo unspecified) was read as OX1R antag 31.6 and STK33 inh 0.4.
Screening CC(=O)C1=C(O)C(=O)N(CCCCCC(=O)O)C1c1ccc(N(C)C)cc1 (stereo unspecified) returned OX1R antag 17.4 and STK33 inh -0.7.

The last two records of the section before lead into the next.
CC(=O)NC1C(Oc2ccccc2C)OC2COC(c3ccco3)OC2C1O (stereo unspecified) was read as OX1R antag 31.6 and STK33 inh 0.4.
Screening CC(=O)C1=C(O)C(=O)N(CCCCCC(=O)O)C1c1ccc(N(C)C)cc1 (stereo unspecified) returned OX1R antag 17.4 and STK33 inh -0.7.
O=C(c1ccccc1)N1CCN(S(=O)(=O)c2ccccc2)CC1 was read as OX1R antag 11.2 and STK33 inh 0.0.
For COc1ccc(COc2cc(-c3cccc(OC)c3)nc3ccc(NC(=O)c4ccc(N(C)C)cc4)cc23)cc1 the results were OX1R antag 26.9 and STK33 inh -0.8.
Screening O=[N+]([O-])c1ccc(N2CCN(Cc3ccccc3)CC2)c(S(=O)(=O)N2CCOCC2)c1 returned OX1R antag 47.2 and STK33 inh -1.0.
`Cc1c(NC(=S)NC(=O)C(c2ccccc2)c2ccccc2)cccc1C(=O)O` gave OX1R antag -2.1 and STK33 inh -1.4.
Screening CC(=O)Nc1cc[n+](C(C)C(=O)c2ccccc2)cc1 (stereo unspecified) returned OX1R antag 2.0 and STK33 inh 0.0.
`CC(C)Cc1cc(CN2CCC(CO)(Cc3cccc(C(F)(F)F)c3)CC2)[nH]n1` gave OX1R antag 17.0 and STK33 inh -2.1.
C=CCn1c(=O)c2c(C)c(C)sc2n2c(Nc3ccccc3)nnc12 was read as OX1R antag 22.0 and STK33 inh -0.6.
Screening O=C(CC(=O)Nc1ccc(Cl)cc1)N/N=C\c1cccc(F)c1 returned OX1R antag 5.7 and STK33 inh -0.7.
Screening Cc1cc(=O)[nH]c2nnc(-c3ccc(Cl)cc3)n12 returned OX1R antag -3.8 and STK33 inh 0.4.
COc1ccc(C(=O)O)cc1F was read as OX1R antag 22.0 and STK33 inh -0.3.
`CCc1ccccc1OCCCN1CCCC1` gave OX1R antag 5.3 and STK33 inh -1.5.
`CC(=O)Nc1cccc(OCCCNS(=O)(=O)c2ccc(F)cc2)c1` gave OX1R antag 7.4 and STK33 inh -1.1.
`O=C(COc1ccccc1[N+](=O)[O-])Nc1ccc2c(c1)CCC2` gave OX1R antag 13.8 and STK33 inh 1.1.
For CCOc1ccccc1NC(=O)C1CCCCN1S(=O)(=O)c1ccccc1 (stereo unspecified) the results were OX1R antag 53.0* and STK33 inh -3.6.
Screening CCOC(=O)Cc1c[nH]c(=S)[nH]c1=O returned OX1R antag 6.0 and STK33 inh 0.0.
For CCn1c(C(O)c2ccccc2)nc2ccccc21 (stereo unspecified) the results were OX1R antag 9.4 and STK33 inh -0.8.
`COc1ccc(-n2nc(C(=O)NCC(=O)NCCCN3CCOCC3)c3ccccc3c2=O)cc1Cl` gave OX1R antag 13.4 and STK33 inh -0.1.
For Cc1cc(Nc2ccccc2)nc(NCc2ccccc2)n1 the results were OX1R antag 31.7 and STK33 inh -0.8.
Screening Cc1ccc(C(=O)O)cc1NC(=O)Nc1ccc2c(c1)OCO2 returned OX1R antag 25.5 and STK33 inh 0.0.
COc1ccc(C(=O)NCCc2ccccc2)cc1[N+](=O)[O-] was read as OX1R antag 18.6 and STK33 inh 6.2.
Screening O=C(CC(Nc1cccc(Cl)c1Cl)C(=O)O)c1ccccc1 (stereo unspecified) returned OX1R antag 15.5 and STK33 inh -0.4.
Screening O=C(Nc1ccccc1Cl)c1cc(S(=O)(=O)N2CCOCC2)cs1 returned OX1R antag 10.7 and STK33 inh -0.7.
Screening CCn1ncc(Br)c1C(=O)Nc1ccc(C(=O)OC(C)C)cc1 returned OX1R antag 11.3 and STK33 inh 0.4.
For COc1ccc(NC(=O)CSCC(=O)Nc2nnc(C3CC3)s2)cc1 the results were OX1R antag 20.4 and STK33 inh -0.2.
For CC(C)c1nnc(NC(=O)CCS(=O)(=O)Cc2ccccc2)s1 the results were OX1R antag 1.7 and STK33 inh -0.7.
c1ccc(NCc2nnc3n2CCCCC3)cc1 was read as OX1R antag -5.5 and STK33 inh -1.1.
Screening C/C(=C\c1ccccc1)CN1CCN(C)CC1 returned OX1R antag 14.1 and STK33 inh -0.4.
`CN(Cc1ccccc1)Cc1nc2c([nH]1)c(=O)n(C)c(=O)n2C` gave OX1R antag 6.2 and STK33 inh -2.8.
`CC(=O)N1c2ccc(S(=O)(=O)N(C)c3cc(C)ccc3C)cc2CC1C` (stereo unspecified) gave OX1R antag 7.7 and STK33 inh -0.6.
For O=C(COc1ccccc1)Nc1ccc(CSc2ccccc2)cc1 the results were OX1R antag 28.3 and STK33 inh -1.9.
`COc1ccc(-c2noc(CCC(=O)N3CCN(c4ccccc4C)CC3)n2)cc1` gave OX1R antag 12.1.
CCOC(=O)NNc1ccccc1 was read as OX1R antag 6.5 and STK33 inh -1.2.
`COC(=O)Cc1cc(OC)c(OC)cc1Cc1cc(OC)c(OC)cc1CC(=O)OC` gave OX1R antag 2.5 and STK33 inh -1.0.
For COCCN1CCN(C(=O)C2CCC(=O)N(Cc3cccc(C(F)(F)F)c3)C2)CC1 (stereo unspecified) the results were STK33 inh 0.4.
CC(=O)c1ccc(NC(=O)CCNS(=O)(=O)c2ccccc2F)cc1 was read as OX1R antag 9.8 and STK33 inh -0.5.
`CCCC[C@H]1COCCS(=O)(=O)N1Cc1ccc(Br)cc1` gave OX1R antag 16.7 and STK33 inh -1.2.
For CC(=O)N1CCN(CC(=O)Nc2ccc([N+](=O)[O-])cc2Br)CC1 the results were OX1R antag 21.8 and STK33 inh 0.4.
`CCOC(=O)c1c(NC(=O)c2ccc(S(=O)(=O)N3CCOCC3)cc2)sc2c1CCN(C)C2` gave OX1R antag 2.4 and STK33 inh -0.3.
Nc1ccc(SC(F)(F)F)cc1 was read as OX1R antag 13.2.
CCn1c(SCC(=O)c2ccccc2)nc2sc3c(c2c1=O)CCN(C)C3 was read as OX1R antag 35.6 and STK33 inh 0.1.
`COc1cc(S(=O)(=O)N(Cc2cccs2)C2CC2)ccc1-n1cnnn1` gave OX1R antag 11.9 and STK33 inh 0.5.
`C[C@@H](OC(=O)N(C)Cc1ccccc1)[C@H]1O[C@]2(C)CCCC[C@H]1O2` gave OX1R antag 3.5 and STK33 inh -0.4.
CCn1c(Sc2nc(C)nc3scc(-c4cccs4)c23)n[nH]c1=O was read as OX1R antag 21.0 and STK33 inh 0.0.
`CCN1c2ccccc2-c2nc3ccccc3n2C1c1ccncc1` (stereo unspecified) gave OX1R antag 19.3 and STK33 inh 7.4.
For O=C(CNC(=O)c1ccccc1F)Nc1ccc2c(c1)OCO2 the results were OX1R antag 2.4 and STK33 inh -1.3.
FC(F)(F)c1cccc(N2CCC(N=CN3CCCCCC3)=N2)c1 was read as OX1R antag 27.6 and STK33 inh 0.0.
Screening O=C(O)c1ccc(S(=O)(=O)N2CCc3ccccc3C2)cc1 returned OX1R antag 5.0 and STK33 inh 0.0.
`CCN1CCCC1CNC(=O)c1ccc(Sc2ccc(F)cc2)c([N+](=O)[O-])c1` (stereo unspecified) gave OX1R antag 27.3 and STK33 inh -0.6.
O=C(NC1C2CC3CC(C2)CC1C3)c1ccc(Br)o1 (stereo unspecified) was read as OX1R antag 18.9 and STK33 inh 1.0.

Screens (PubChem)
